Source: PubChem (The Scripps Research Institute Molecular Screening Center)
V1aR counter: counter-screen for oxytocin receptor agonists: human V1a receptor agonists; 320,000 compounds, 0.25% hits; CHO-V1R cells, Fluo-8 calcium fluorescence, agonist mode; 0% DMSO, 100% 3 nM vasopressin; P37288; activation, % at 3 µM; AID 2797;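 active = activation above the mean activation of all tested compounds plus 3 SD, per screening run, cut at about 20% in these data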;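 also: signal is peak over basal fluorescence ratio across a 100 second FLIPR read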
OXTR ag: agonists of human oxytocin receptor; AID 2435; CHO-OTR cells, Fluo-8 calcium fluorescence; normalized: DMSO 0%, oxytocin 100%; 320,000 compounds, 0.32% hits; activation, % at 3 µM;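 active = activation above the mean of all tested compounds plus 3 SD, cutoff set per screening run, cut at about 20% in these data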;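 also: peak over basal fluorescence ratio from a 100 s FLIPR kinetic read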
Target sequence (P30559 whole entry, looked up): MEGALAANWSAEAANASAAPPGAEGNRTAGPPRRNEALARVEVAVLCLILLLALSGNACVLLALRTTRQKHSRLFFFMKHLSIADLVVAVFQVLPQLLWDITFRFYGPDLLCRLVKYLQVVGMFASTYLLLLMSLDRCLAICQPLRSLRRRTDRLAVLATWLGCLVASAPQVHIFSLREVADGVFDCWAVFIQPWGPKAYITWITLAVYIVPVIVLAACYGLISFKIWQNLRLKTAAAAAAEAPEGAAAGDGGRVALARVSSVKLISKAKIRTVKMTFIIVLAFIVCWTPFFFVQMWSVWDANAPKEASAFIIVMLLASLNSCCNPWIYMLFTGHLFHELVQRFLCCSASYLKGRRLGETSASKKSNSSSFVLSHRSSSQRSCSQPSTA
CHRM1 PAM: positive allosteric modulators of human M1 muscarinic receptor; P11229; CHO-K1 hM1, Fluo-8 calcium fluorescence, ACh EC20; 0% = ACh EC20, 100% = maximal ACh; activation, % at 3 µM; 360,000 compounds, 0.088% hits; AID 588819; in the data active = activation above about 19%, passing the limit was not always enough
OXTR potentiate: potentiators of human oxytocin receptor; P30559; CHO-OTR cells, Fluo-8 calcium fluorescence, potentiator mode; 0% = oxytocin EC15, 100% = EC100; activation, % at 3 µM; 320,000 compounds, 0.061% hits; AID 2445;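 active = activation above that plate's cutoff, the mean activation of tested compounds plus 3 SD, cut at about 6.6% in these data, passing the limit was not always enough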;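 also: 100% uses oxytocin at 75 nM as the full agonist control; some results filed as inactive read as strong as hits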
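System: human OTR in CHO cells / Also added: sub-maximal oxytocin, roughly EC15 / Control set: EC15 oxytocin low, 75 nM oxytocin high / Schedule: 6 min compound pre-incubation at room temperature, 100 s kinetic read / Compound: single-point 3.0 µM / Replication: singlicate / Technique: Fluo-8 calcium dye fluorescence / Read-out basis: % activation of max/min ratio relative to oxytocin controls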
CHO parental Ca: counter-screen for OX1R antagonists: effect in parental CHO cells. parental CHO-K1, ATP-induced calcium, Fluo-8 fluorescence. 330,000 compounds, 0.63% hits. inhibition, % at 5.6 µM;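 active = inhibition above that plate's mean sample inhibition plus 3 SD, cut at about 26% in these data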;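 also: 0% = ATP-challenged DMSO wells and 100% = DMSO wells without ATP; some compounds past the cut are filed as inactive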
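Assay system: untransfected parental CHO cell line. Also added: ATP agonist challenge. Dosing: one dose, 5.6 µM nominal. Measured by: Fluo-8 fluorescence. Read-out: % inhibition. Benchmarks: ATP wells versus no-ATP DMSO wells. Repeats: no replicates.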
TAAR1 ag: human TAAR1 agonism | Q96RJ0 | CHO RD-HGA16 TAAR1, Fluo-8 calcium fluorescence; vehicle wells 0%, saturating PEA agonist 100% | activation, % at 3 µM | 360,000 compounds, 0.99% hits;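 active = activation above the mean activation of all test compounds in the run plus 3 SD, cut at about 38% in these data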
Target sequence (Q96RJ0 whole entry, looked up): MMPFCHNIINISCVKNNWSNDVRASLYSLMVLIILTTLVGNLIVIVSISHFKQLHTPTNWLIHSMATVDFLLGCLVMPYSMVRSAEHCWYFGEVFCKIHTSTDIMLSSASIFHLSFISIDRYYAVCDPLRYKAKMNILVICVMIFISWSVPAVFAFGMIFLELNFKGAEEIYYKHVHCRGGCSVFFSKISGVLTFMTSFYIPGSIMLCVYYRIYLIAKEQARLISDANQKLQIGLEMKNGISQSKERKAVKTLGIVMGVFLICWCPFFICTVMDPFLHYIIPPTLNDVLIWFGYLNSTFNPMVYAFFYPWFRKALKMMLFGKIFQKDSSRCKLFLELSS
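Test system: RD-HGA16 (CHO) cells co-expressing Gα16 and hTAAR1 / Benchmarks: DMSO vehicle as 0%, PEA at EC100 as 100% / Repeats: no replicates (n 1) / Measure: % activation from peak over basal fluorescence ratio, DMSO-to-PEA scaled / Timing: 17-24 h plating, Fluo-8 75 min 37 °C, 30 min RT / Technique: kinetic Fluo-8 calcium fluorescence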
TAAR1 antag: human TAAR1 antagonism. Q96RJ0. CHO RD-HGA16 TAAR1, Fluo-8 calcium fluorescence, antagonist. inhibition, % at 3 µM. 360,000 compounds, 1.5% hits. AID 624466;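 active = inhibition above a per-plate cutoff, the mean inhibition of test compounds on that plate plus 3 SD, cut at about 49% in these data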;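 also: 0% = DMSO plus EC80 beta-PEA response and 100% = DMSO alone without agonist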
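Test system: RD-HGA16 CHO cells with stable hTAAR1 and Gα16 / Probe or stimulus: EC80 β-phenethylamine stimulus / Times: seeding 17-24 h prior, 75-min 37 °C, 30-min RT dye loading / Detection: Fluo-8 calcium-sensitive fluorescence / Read-out basis: % inhibition scaled between DMSO and EC80 PEA controls / Repeats: singlicate, one well per test compound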
CHRM1 antagonist: blocks human M1 muscarinic receptor; CHO-K1 hM1, Fluo-8 calcium fluorescence, ACh EC80 antagonist; P11229; inhibition, % at 3 µM; 360,000 compounds, 1.3% hits;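 active = percent inhibition above its own plate's cutoff, namely the mean of that plate's compound wells plus 3 SD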;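 also: peak over basal fluorescence ratio during 140 s after agonist addition; 0% = ACh EC80 plus DMSO and 100% = DMSO alone without agonist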
CHRM1 agonist: human M1 muscarinic receptor agonism; activation, % at 3 µM; CHO-K1 hM1, Fluo-8 calcium fluorescence, agonist mode; 0% DMSO, 100% acetylcholine EC100; 360,000 compounds, 0.33% hits; AID 588814;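 active = activation above the run's mean compound activation plus 3 SD, cut at about 16% in these data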;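 also: peak over basal fluorescence ratio within a 140 s kinetic read after compound addition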
The depositor's hits bear a star; x = not tested or not shown.

SMILES	V1aR counter	OXTR ag	CHRM1 PAM	OXTR potentiate	CHO parental Ca	TAAR1 ag	TAAR1 antag	CHRM1 antagonist	CHRM1 agonist
CCOc1ccc(OCc2ccc(C(=O)N3CCCC3)o2)cc1	0.9	0.2	5.0	-2.5	-1.5	9.7	-6.8	-10.3	-4.3
Cn1c(SCC(=O)N2CCN(c3ccccc3)CC2)nnc1-c1ccco1	-1.1	-1.1	-4.9	-3.8	-2.3	12.3	-1.7	-4.0	-4.7
CN(CC(=O)Nc1ccccc1Cl)C(=O)COC(=O)c1cc(S(=O)(=O)N(C)C)ccc1N1CCCC1	-0.1	-1.4	7.1	-7.6	-19.4	0.8	10.9	-0.2	-3.6
CCN(CC(=O)Nc1ccccc1C(=O)NC1CC1)Cc1cccs1	x	x	2.1	x	x	1.1	-11.7	-0.7	-3.3
COC(=O)CNC(=O)CN1c2cccc3cccc(c23)S1(=O)=O	0.9	0.0	0.5	-10.9	1.5	2.1	-4.4	9.2	-2.9
O=C1/C(=C/N(C(=O)c2ccco2)c2ccc(Br)cc2)Sc2ccccc21	6.1	2.5	1.0	-6.8	11.8	x	x	6.9	-3.9
O=C(CCN1CCN(c2ccccc2)CC1)NNC(=O)c1ccccc1	x	x	10.0	x	x	0.8	-18.1	-12.4	-2.1
O=C(N/N=C/c1ccc(O)c(Br)c1)c1cc2c(ccc3ccccc32)o1	x	x	16.9	x	x	0.3	-36.0	-0.1	3.2
COc1cccc(NC(=O)C(C)Sc2nnc(C3CC3)n2C2CC2)c1 (configuration not stated)	0.4	1.0	4.8	3.8	-14.9	0.4	-21.2	-5.8	-1.1
COc1cccc(CN(C)C(=O)CNC(=O)c2ccc3c(c2)OCO3)c1OC	1.7	0.2	8.0	4.3	-5.8	0.3	-0.5	-8.3	-3.1
Cc1ccccc1Cn1c2ccccc2c2cnn(CC(=O)NCCCN3CCN(C)CC3)c(=O)c21	0.3	-0.3	4.9	-3.5	-9.4	-1.1	-18.2	-18.4	-0.8
CCCOc1ccc(C(CC(=O)O)NC(=O)C23CC4CC(CC(C4)C2)C3)cc1 (configuration not stated)	-0.5	-0.2	12.1	-3.6	-14.2	0.0	5.0	-15.6	-4.6
Cc1cc(Cl)ccc1OCC(=O)N(Cc1ccco1)c1c(N)n(Cc2ccccc2)c(=O)[nH]c1=O	x	x	16.6	x	x	2.8	-23.4	-16.0	0.1
Cc1ccc2[nH]c3c(Cl)ncnc3c2c1	-0.5	-1.9	2.7	1.5	-8.0	0.3	8.8	-3.8	-6.2
CC(OC(=O)C1=COCCO1)C(=O)Nc1ccccc1C#N (configuration not stated)	0.4	1.4	5.1	-7.0	-1.7	0.0	-16.6	0.1	-1.8
Cc1cc(OCC(=O)OCC(=O)NCCN2C(=O)CSC2=O)ccc1Cl	3.0	2.9	0.7	-8.9	-8.8	2.2	4.5	-0.3	-3.2
Cc1c(NS(=O)(=O)c2ccc(N(C)C3CCCCC3)c([N+](=O)[O-])c2)c(=O)n(-c2ccccc2)n1C	2.4	-0.4	7.4	-5.2	-29.9	-2.7	0.3	-10.9	-9.5
O=C1CCCC(O)=C1N=Nc1c(Cl)cc(C(F)(F)F)cc1Cl	-0.7	-0.3	17.6	3.5	-2.8	11.0	-14.6	-16.6	-0.7
CC(Oc1ccc(F)cc1)C(=O)Nc1cc(S(=O)(=O)N2CCOCC2)ccc1N1CCN(C)CC1 (configuration not stated)	0.3	0.3	3.2	-6.6	-15.9	1.4	-14.9	-3.5	-1.7
CC1CCN(S(=O)(=O)c2ccc(NC(=O)CCN3C(=O)C4CC=CCC4C3=O)cc2)CC1 (configuration not stated)	5.5	3.9	5.2	-7.7	-27.7	15.6	34.6	-10.5	-3.0
O=C(O)CC(c1ccc(F)cc1F)N1Cc2ccccc2C1=O (configuration not stated)	0.9	0.9	-9.0	-2.1	1.7	x	x	15.0	-1.9
Cc1nonc1OCCNCc1c(C(=O)N(C)C)nc2ccc(Cl)cn12	-0.7	-0.5	3.1	-2.4	-9.6	3.6	3.4	-2.3	-9.3
O=C(O)CNC1=NCCCCC1	-1.0	0.7	7.8	-1.9	-0.5	11.9	9.8	-3.1	-1.0
Cn1nnnc1SCCNCc1ccccc1OCc1ccccc1	2.2	1.3	-2.4	0.5	-20.7	0.9	-17.7	6.6	-11.3
COc1ccc(NC(=O)O/N=C2/CCCc3ccc(OC)cc32)cc1	-1.6	-3.0	4.5	-5.2	-14.4	5.7	5.3	-0.6	-2.3

The list goes on, starting with the last 3 of the part before.
SMILES	V1aR counter	OXTR ag	CHRM1 PAM	OXTR potentiate	CHO parental Ca	TAAR1 ag	TAAR1 antag	CHRM1 antagonist	CHRM1 agonist
O=C(O)CNC1=NCCCCC1	-1.0	0.7	7.8	-1.9	-0.5	11.9	9.8	-3.1	-1.0
Cn1nnnc1SCCNCc1ccccc1OCc1ccccc1	2.2	1.3	-2.4	0.5	-20.7	0.9	-17.7	6.6	-11.3
COc1ccc(NC(=O)O/N=C2/CCCc3ccc(OC)cc32)cc1	-1.6	-3.0	4.5	-5.2	-14.4	5.7	5.3	-0.6	-2.3
COC(=O)c1ccc(CNC(=O)Cn2cnc3c(SC)nc(N)nc32)cc1	-0.2	0.1	2.1	-9.0	-3.6	3.1	-2.9	-7.7	-0.7
COC(=O)C(=C/C(C)=C/c1cccnc1)C(=O)OC	0.7	-0.4	14.9	3.6	-3.7	-2.3	1.5	-6.6	-8.5
CCOc1cccc(NC(=O)C2CC(=O)NC(=Nc3ccccc3)S2)c1 (configuration not stated)	1.2	1.8	-6.8	-13.3	-21.6	5.5	9.9	0.5	-1.8
CCC(C)(C)NC(=O)CN(C(=O)c1snc(C(N)=O)c1N)c1ccc2c(c1)OCCO2	-0.1	1.1	1.2	-8.1	-18.6	0.6	-5.8	-24.7	1.6
Cc1ccnc(NC(=O)C(Cc2ccccc2)NC(=O)c2ccccc2)c1 (configuration not stated)	0.8	-1.1	12.7	-6.9	-15.4	5.2	24.2	-12.0	-1.1
CCOc1cccc(C(=O)Nc2cccc(-c3nc4ncccc4o3)c2C)c1	0.8	-1.9	-0.9	-4.8	-30.1	10.9	32.8	3.2	-0.6
COC(=O)C(O)(CC(=O)Nc1cc(OC)c(OC)c(OC)c1)C(F)(F)F (configuration not stated)	1.9	0.6	-0.3	-1.6	-15.1	1.2	3.5	-13.6	-1.8
S=C(NCCN1CCOCC1)Nc1ccc(Cl)c(Cl)c1	4.6	4.0	14.1	-7.0	-9.4	5.7	1.8	-10.9	-1.8
CC(NC(=S)N1CCOCC1)c1ccccc1 (configuration not stated)	-0.1	-0.9	-7.1	-5.7	-3.2	2.0	-8.2	6.2	-2.9
Cc1ccc(C(=O)N2CCN(c3cc(=O)[nH]nc3-c3ccccc3)CC2)cc1	0.4	-0.4	8.2	-6.7	-26.3	17.2	1.4	-7.9	-0.9
O=C(COCc1cc(-c2ccc3c(c2)OCO3)on1)N1CCN(c2ccc(F)cc2)CC1	1.2	1.0	-0.7	-0.4	-6.1	2.9	-26.8	4.6	-2.2
CC1CN(S(=O)(=O)c2cc(C(=O)NCc3ccncc3)ccc2Cl)CC(C)O1 (configuration not stated)	0.3	1.1	-3.9	4.0	-11.9	0.8	-10.8	7.2	-4.7
O=C(CN1C(=O)c2cccc3cccc(c23)C1=O)N1CCN(Cc2ccc3c(c2)OCO3)CC1	1.9	2.9	1.6	-5.1	2.4	10.9	9.8	-13.6	-6.9
O=c1c2sccc2nc(SCc2cc(=O)n3cc(Cl)ccc3n2)n1Cc1ccccn1	-0.2	-1.0	10.1	-9.6	-10.7	-2.4	-6.6	-6.5	-6.4
COc1ccc(CC(NC(C)=O)C(=O)NC2CCN(C(=O)Nc3ccc(Cl)cc3)CC2)cc1OC (configuration not stated)	0.0	1.1	-1.1	-10.5	-8.8	4.0	14.3	9.3	0.0
O=C(COc1ccc(Br)cc1Cl)Nn1cnnc1	0.7	-0.4	4.5	1.6	-7.3	-1.6	18.0	0.0	-5.8
Cc1nn(CC(=O)OC(C)C(=O)Nc2ccccc2[N+](=O)[O-])c(C)c1[N+](=O)[O-] (configuration not stated)	1.2	-0.5	5.8	-1.1	-16.1	4.1	4.1	-4.1	-8.6
CCn1ncc(Cl)c1C(=O)Nc1ccc2c(c1)CCC2	-1.4	-0.9	5.5	-7.8	-23.1	-1.5	-29.3	-7.4	-5.1
CCOC(=O)C1CCCN(c2c(NCCc3ccccc3)c(=O)c2=O)C1 (configuration not stated)	0.9	0.6	3.6	0.7	-2.3	-1.4	-18.0	-4.2	-3.0
CCOc1ccc(CCNC(=O)C2=C(C)C(=O)OC23CCC(C)CC3)cc1OCC (configuration not stated)	-0.7	-1.3	3.2	7.9	-13.0	9.8	8.8	-7.3	-5.4
C[C@H](CO)N1C[C@H](C)[C@@H](CN(C)CC2CCCCC2)Oc2c(NS(=O)(=O)c3cccs3)cccc2C1=O	0.7	1.3	3.3	-4.3	-12.8	x	x	2.0	-6.6
COc1cccc(NC(=O)Nc2ccc3c(c2)OCO3)c1	2.6	4.7	5.6	-11.5	-10.3	3.0	-2.4	-20.9	1.7
COc1ccc(CNC(=O)C2(CC3CC(c4ccccc4)=NO3)CCN(C(=O)CCCCCBr)CC2)cc1 (configuration not stated)	0.4	-0.3	-2.2	-7.0	-14.9	8.8	22.8	-0.4	-5.1

Sorted by the number under CHRM1 PAM (falling): four of the compounds above.
mol,CHRM1 PAM,OXTR potentiate,TAAR1 ag,CHRM1 antagonist,CHRM1 agonist
O=c1c2sccc2nc(SCc2cc(=O)n3cc(Cl)ccc3n2)n1Cc1ccccn1,10.1,-9.6,-2.4,-6.5,-6.4
Cc1nn(CC(=O)OC(C)C(=O)Nc2ccccc2[N+](=O)[O-])c(C)c1[N+](=O)[O-] (configuration not stated),5.8,-1.1,4.1,-4.1,-8.6
CCn1ncc(Cl)c1C(=O)Nc1ccc2c(c1)CCC2,5.5,-7.8,-1.5,-7.4,-5.1
CCOc1cccc(NC(=O)C2CC(=O)NC(=Nc3ccccc3)S2)c1 (configuration not stated),-6.8,-13.3,5.5,0.5,-1.8
